Screening data deposited in PubChem BioAssay by The Scripps Research Institute Molecular Screening Center.
FBW7 act = human FBW7 E3 ligase activation, primary screen | AID 1259310 | AlphaScreen FBW7–phospho-cyclin E peptide binding, activator screen | normalized activity (activation), % at 26.1 µM | 650,000 compounds, 0.13% hits; in the data active means normalized activity above about 1.9%;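 further: purified mutant Fbw7 with reduced substrate affinity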
MITF inh = inhibitors of human MITF | O75030 | AlphaScreen MITF homodimerization, bead proximity signal | inhibition, % at 2.6 µM | 650,000 compounds, 0.91% hits | AID 1259374; in the data active means inhibition above about 50%;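 further: 0% = vehicle wells with protein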
Target sequence (O75030 whole entry, looked up): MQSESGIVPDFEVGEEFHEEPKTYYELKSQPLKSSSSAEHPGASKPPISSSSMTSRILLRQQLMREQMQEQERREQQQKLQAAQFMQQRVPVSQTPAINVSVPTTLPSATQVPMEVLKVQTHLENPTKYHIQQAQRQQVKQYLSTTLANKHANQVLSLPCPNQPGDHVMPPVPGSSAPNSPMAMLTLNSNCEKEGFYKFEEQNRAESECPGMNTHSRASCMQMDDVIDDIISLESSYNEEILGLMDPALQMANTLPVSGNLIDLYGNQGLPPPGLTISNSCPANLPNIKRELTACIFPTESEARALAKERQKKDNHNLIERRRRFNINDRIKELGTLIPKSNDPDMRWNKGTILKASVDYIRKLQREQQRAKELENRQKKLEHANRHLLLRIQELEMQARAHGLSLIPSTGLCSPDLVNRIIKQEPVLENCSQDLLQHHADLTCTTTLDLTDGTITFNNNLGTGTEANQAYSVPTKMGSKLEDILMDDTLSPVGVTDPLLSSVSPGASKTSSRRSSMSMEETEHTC
GPR151 ag = human GPR151 activation; activation, % at 11.2 µM; 650,000 compounds, 1% hits; PathHunter beta-arrestin GPR151 cells, luminescence; in the data active means activation above about 4.9%;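 further: 0% = median of compound wells and 100% = cells with positive control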
Target sequence (Q8TDV0 whole entry, looked up): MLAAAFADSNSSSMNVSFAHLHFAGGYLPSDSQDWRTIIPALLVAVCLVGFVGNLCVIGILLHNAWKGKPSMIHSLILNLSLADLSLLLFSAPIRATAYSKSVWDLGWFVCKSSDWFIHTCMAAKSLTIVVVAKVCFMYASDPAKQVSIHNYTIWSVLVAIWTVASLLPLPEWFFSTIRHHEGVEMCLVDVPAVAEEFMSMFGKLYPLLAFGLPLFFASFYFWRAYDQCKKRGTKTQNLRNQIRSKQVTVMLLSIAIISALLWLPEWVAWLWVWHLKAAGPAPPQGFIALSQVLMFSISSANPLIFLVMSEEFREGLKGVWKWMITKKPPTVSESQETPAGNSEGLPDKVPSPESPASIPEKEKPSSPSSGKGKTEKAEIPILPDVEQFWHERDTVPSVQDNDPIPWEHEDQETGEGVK
TEAD-YAP block = TEAD-YAP interaction inhibition. inhibition, % at 9.12 µM. AID 1259422. 640,000 compounds, 1.4% hits. HEK-TIYL cells, TEAD-Gal4/YAP UAS-luciferase luminescence; in the data active means inhibition above about 32%;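 further: 0% = median of test compound wells and 100% = reference inhibitor wells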
Starred values were filed as active, the others as inactive; & = joins results of further samples.

1) CC(=O)Nc1ccc(S(=O)(=O)Nc2ccc(OCc3ccccc3)cc2)cc1
2) Cc1c(C(=O)NCc2ccc(F)cc2)sc2ncnc(N(C)c3ccccc3)c12
3) COc1cc(S(C)=O)ccc1-c1nc2ncccc2[nH]1 (configuration not stated)
4) COCCNc1ccc2ncc(-c3ccc(F)cc3)n2n1
5) O=C1N[C@@H](Cc2ccc(O)cc2)C(=O)N2CCN(C(=O)c3cc(F)ccc3F)C[C@H]12
6) CC1(C)CC2CC(C)(CN2S(=O)(=O)c2ccc(C(=O)Nc3cccc(-c4nc5ccccc5[nH]4)c3)cc2)C1 (configuration not stated)
7) O=C(O)/C=C/c1cccc(N2C(=O)c3ccc(C(=O)O)cc3C2=O)c1
8) COc1ccc([N+](=O)[O-])cc1NC(=O)CCN1CCC(C)CC1
entry no.	1	2	3	4	5	6	7	8
FBW7 act	0.0	0.1	0.1&-0.1	0.0	0.1	0.1	0.0	-0.3
MITF inh	4	-15	16&23	-9	-2	7	1	16
GPR151 ag	2.1	0.0	-2.5&1.4	-0.1	5.7*	-1.4	0.4	-0.8
TEAD-YAP block	10	-6	5	14	-18	8	-15	-8

9) CCOC(=O)CCn1c(=O)c2c(nc3n(-c4cc(Cl)ccc4C)c(C)cn23)n(C)c1=O
10) COc1ccccc1/C=C/CN1CCNC(=O)C1CC(=O)NCc1ccc2c(c1)CCN2C (configuration not stated)
11) CC(=O)Nc1ccc(C(=O)CN2C(=O)NC3(CCc4ccccc4C3)C2=O)cc1 (configuration not stated)
12) O=C(O)c1ccc2c(c1)C(=O)N(c1ccc([N+](=O)[O-])cn1)C2=O
13) CCOc1ccc(Nc2ccc(C(=O)O)cc2[N+](=O)[O-])cc1
14) COc1ccc(C(=O)Cn2nnc(-c3ccccc3)n2)cc1OC
15) FC(F)(F)c1ccc(Cn2cnc3c(Nc4ccc5c(c4)OCO5)nc(Nc4ccccc4)nc32)cc1
16) COc1cc(/C=C2/SC(=Nc3ccccc3)NC2=O)ccc1OCC#N
entry no.	9	10	11	12	13	14	15	16
FBW7 act	0.0	0.2	0.2	0.0	0.0	0.2	0.0	-0.1
MITF inh	-1	5	12	3	11	22	4	-4
GPR151 ag	1.3	-0.2	-0.7	0.0	-1.2	-0.7	-0.5	-0.4
TEAD-YAP block	-6	-3	4	1	2	1	-21	-27

17) O=C(Cc1cccs1)N(c1ccc(Br)cc1)C1C=CS(=O)(=O)C1 (configuration not stated)
18) Cc1cc(Cl)ccc1OCC(=O)Nc1sc2c(c1C(N)=O)CCC2
19) Cc1ccc(S(=O)(=O)NCC(=O)Nc2ccc(C)cc2C(=O)c2ccccc2)cc1
20) CCOC(=O)C1(CCCc2ccccc2)CCN(C(=O)Cc2nonc2C)CC1
21) CCOC(=O)c1cc(S(=O)(=O)Nc2c(C)cccc2C)cn1C
22) CCN(CC)c1ccc(NC(=O)COc2ccccc2C)cc1
23) Cc1cc(C)nc(SCc2nnc(SCCN3CCOCC3)o2)n1
24) Cc1ccc(-c2cnn3c(NCCCN4CCOCC4)ccnc23)cc1C
entry no.	17	18	19	20	21	22	23	24
FBW7 act	0.1	-0.1	-0.2	0.0	0.2	-0.3	0.8	0.0
MITF inh	4	4	-3	8	18	3	13	-4
GPR151 ag	2.1	0.3	-0.3	0.0	0.4	-0.7	-0.1	-0.3
TEAD-YAP block	6	-6	-2	-6	5	-9	2	10

Of the compounds above, three have a thiophene ring, fused or not.
2) Cc1c(C(=O)NCc2ccc(F)cc2)sc2ncnc(N(C)c3ccccc3)c12
17) O=C(Cc1cccs1)N(c1ccc(Br)cc1)C1C=CS(=O)(=O)C1 (configuration not stated)
18) Cc1cc(Cl)ccc1OCC(=O)Nc1sc2c(c1C(N)=O)CCC2
entry no.	2	17	18
FBW7 act	0.1	0.1	-0.1
MITF inh	-15	4	4
GPR151 ag	0.0	2.1	0.3
TEAD-YAP block	-6	6	-6

(more compounds)
25) O=S(=O)(NCc1ccc(F)cc1)c1ccc2ccccc2c1
26) O=C(Nc1cccc(Br)c1)c1cnc2ccccn2c1=O
27) CCCOc1ccc(C(=O)Nc2ccc3c4c(cccc24)CC3)cc1
28) O=C(CCNS(=O)(=O)c1ccc(Br)cc1)NC1CCCCC1
29) CC(=O)C1=C(O)C(=O)N(CCN2CCOCC2)C1c1cccc([N+](=O)[O-])c1 (configuration not stated)
30) COc1ccc(-c2nc(-c3ccc(C)cc3)no2)cc1[N+](=O)[O-]
31) Fc1cccc(-c2cnn3c(NCCc4cccnc4)ccnc23)c1
32) COc1ccc(N2C(=O)CC(c3cn(C)c4ccccc34)C2=O)cc1 (configuration not stated)
entry no.	25	26	27	28	29	30	31	32
FBW7 act	-0.1	-0.2	-0.1	0.0	0.2	0.0	-0.2	-0.1
MITF inh	-8	0	-3	-13	-2	18	7	2
GPR151 ag	1.3	-0.3	0.4	0.6	0.8	-1.6	3.8	-0.7
TEAD-YAP block	-6	-56	3	-7	1	-9	17	-1

The list goes on; the last 3 above are carried over.
30) COc1ccc(-c2nc(-c3ccc(C)cc3)no2)cc1[N+](=O)[O-]
31) Fc1cccc(-c2cnn3c(NCCc4cccnc4)ccnc23)c1
32) COc1ccc(N2C(=O)CC(c3cn(C)c4ccccc34)C2=O)cc1 (configuration not stated)
33) COc1ccc(C(=O)N2CCN(S(=O)(=O)c3ccc(Cl)cc3)CC2)cc1
34) CC(C)(c1ccccc1)c1ccc(OCCCN2CCNCC2)cc1
35) CCOC(=O)C1=C(C)N(c2ccccc2)C(=O)/C1=C\c1ccc(Cl)cc1
36) COc1ccc(C(=O)c2ccc(N3CCCCC3)c([N+](=O)[O-])c2)cc1
37) CC(C)CNc1nc(-c2ccccc2)nc2ccccc12
38) Nc1c(C(=O)c2cccs2)sc2nc3c(c(-c4cccs4)c12)CCCC3
39) COc1ccc(C2NC(=O)NC(C)=C2C(=O)OCCc2ccccc2)c(OC)c1 (configuration not stated)
40) O=C(COC(=O)c1cccnc1)NC1CCCCC1
entry no.	30	31	32	33	34	35	36	37	38	39	40
FBW7 act	0.0	-0.2	-0.1	0.3	-0.4	-0.2	-0.4	-0.5	0.0	0.1	1.0
MITF inh	18	7	2	8	58*	4	15	19	2	2	-1
GPR151 ag	-1.6	3.8	-0.7	-0.3	0.2	1.5	0.9	-1.2	-0.1	-0.9	-1.1
TEAD-YAP block	-9	17	-1	16	6	-17	8	0	-10	2	3

Overlap with the part before: 2 compounds, then new ones.
39) COc1ccc(C2NC(=O)NC(C)=C2C(=O)OCCc2ccccc2)c(OC)c1 (configuration not stated)
40) O=C(COC(=O)c1cccnc1)NC1CCCCC1
41) COC(=O)C(Cc1ccc(OC)c([N+](=O)[O-])c1)N=Cc1ccccc1O (configuration not stated)
42) CCOC(=O)CNC(=S)N(Cc1ccc(C)cc1)Cc1ccc(C)o1
43) Cc1ccc(C)c(NC(=O)C2CCCC2)c1
44) COC(=O)C1=CN(Cc2ccc(F)cc2)C=C(C(=O)OC)C1c1ccc(O)cc1
45) O=C(Cn1cnc2c(nnn2-c2cccc(F)c2)c1=O)N1CCOCC1
46) O=C(O)c1ccccc1NS(=O)(=O)c1ccc(Cl)c(Cl)c1
47) CC(C)NC(=O)CSc1nnc(-c2cccnc2)n1Cc1ccco1
48) O=C(CN1C(=O)c2cccc([N+](=O)[O-])c2C1=O)Nc1ccc(OC(F)(F)F)cc1
entry no.	39	40	41	42	43	44	45	46	47	48
FBW7 act	0.1	1.0	0.2	0.7	0.4	0.5	0.2	-0.1	-0.1	0.2
MITF inh	2	-1	23	1	20	-12	9	-3	-12	13
GPR151 ag	-0.9	-1.1	-0.5	-0.4	0.3	0.1	0.5	-0.3	1.0	1.3
TEAD-YAP block	2	3	-19	2	3	2	5	-3	0	15

49) Cc1ccc(S(=O)(=O)Nc2cc(C)nn2-c2nc3ccccc3[nH]2)cc1
50) CCc1sc(C(=O)Nc2nccs2)cc1C
51) COc1nc(C)c(/C=C/C(=O)N(C(=O)NC2CCCCC2)C2CCCCC2)c(OC)n1
52) C=CCc1cc(C)ccc1OCC(O)Cn1cnc2ccccc21 (configuration not stated)
53) CC(C)=NNC(=O)C(=O)NC1CCCCC1
54) Cc1ccc(OCC(=O)N/N=C/c2c(C)n(C)c3ccccc23)cc1
55) COc1ccccc1-n1c(SCc2csc(C)n2)nc2c(sc(=S)n2-c2ccccc2)c1=O
56) COc1ccccc1NC(=O)CSc1nc2sc(C)c(C)c2c(=O)[nH]1
entry no.	49	50	51	52	53	54	55	56
FBW7 act	0.5	0.9	0.3	0.0	0.1	-0.1	-0.6	0.0
MITF inh	7	-13	11	5	1	-12	-2	2
GPR151 ag	-1.9	-7.9	-1.4	0.8	1.3	0.1	3.3	0.4
TEAD-YAP block	9	9	-4	-17	8	-5	-10	3

57) CC1(C)CCC[C@@](C)([C@H]2CC[C@]3(C)[C@@H]2[C@H](O)C[C@@H]2[C@@]4(C)CC[C@H](O)C(C)(C)[C@@H]4[C@@H](O)C[C@]23C)O1
58) Cc1cccc(CC(=O)Nc2cnn(-c3cccc(C(=O)Nc4nc(C)cs4)c3)c2)c1
59) CC1=C(C(=O)Nc2ccccc2)C(c2cccnc2)n2c(nc3ccccc32)N1 (configuration not stated)
60) C[C@H]1NC(=O)[C@H]2CN(Cc3nc(-c4ccccc4)cs3)CCN2C1=O
61) Cc1cn2c3c(=O)n(CC(N)=O)c(=O)n(C)c3nc2n1C1CCCCC1
62) Cc1cc(NC(=O)CN2C(=O)c3ccc([N+](=O)[O-])cc3C2=O)no1
63) C=CCn1c(=O)c(C(=O)Nc2ccc(O)cc2)c(O)c2ccccc21
64) Cc1ccc(NC(=O)c2cc([N+](=O)[O-])ccc2N2CCOCC2)cc1
entry no.	57	58	59	60	61	62	63	64
FBW7 act	0.3	0.2	0.0	0.0	0.1	0.9	0.2	0.2
MITF inh	24	-7	1	4	-10	12	3	16
GPR151 ag	0.0	-1.4	-0.2	0.3	-0.3	0.5	-1.1	1.1
TEAD-YAP block	-3	5	3	-7	-8	9	-7	-3

65) Cc1ccc2c(c1)-c1onc(C(=O)Nc3ccc(F)cc3F)c1CO2
66) COC(=O)CN(C)C(=O)c1ccc(OC2CCN(S(=O)(=O)N(C)C)CC2)cc1
67) COc1ccc(CN(Cc2ccc(C(=O)O)cc2)C(=S)Nc2ccc(Cl)c(C)c2)cc1OC
68) COc1ccc(N2C(=O)NC(=O)/C(=C\c3ccc(Br)cc3)C2=O)cc1
69) CCCC(C(=O)NC1CCCC1)N(C(=O)c1snc(C(N)=O)c1N)c1ccc(F)cc1 (configuration not stated)
70) COc1ccc(-c2ncc(C)c(NCc3ccccc3)n2)cc1
71) Cc1cc(C)c2nc(N3CCCC(C(=O)N4CCN(c5ncccn5)CC4)C3)sc2c1 (configuration not stated)
72) C=CCc1cccc(/C=C2\SC(=O)NC2=O)c1O
73) Cc1cccc(NC(=O)/C(=C/c2ccc3c(c2)OCO3)NC(=O)c2ccc(C)c(C)c2)c1
74) CN(C)c1ccc(/C=N/NC(=O)/C=C\C(=O)O)cc1
entry no.	65	66	67	68	69	70	71	72	73	74
FBW7 act	0.6	-0.1	-0.1	0.0	0.1	0.1	-0.1	-0.1	0.1	0.0
MITF inh	8	6	6	7	-9	2	4	-7	4	-7
GPR151 ag	-1.4	-0.6	3.9	0.5	-0.2	-0.1	-1.6	-0.2	-1.2	-0.8
TEAD-YAP block	6	4	-5	5	-4	-3	0	-5	-12	11
